# TDP1 block = qHTS Assay for Inhibitors of Tyrosyl-DNA Phosphodiesterase (TDP1); recombinant TDP1, AlphaScreen DNA substrate cleavage; hit rate 0.28% among 350,000; Potency, µM (top dose mostly 130 µM), without a hit: top-dose activity change, negative = inhibition, usual class: inhibitors; Tyrosyl-DNA phosphodiesterase 1 (Homo sapiens), Q9NUW8; AID 485290, 2010; further: nearly all actives have a fitted effect of over 40% in size
# Target sequence (Q9NUW8 whole entry, looked up): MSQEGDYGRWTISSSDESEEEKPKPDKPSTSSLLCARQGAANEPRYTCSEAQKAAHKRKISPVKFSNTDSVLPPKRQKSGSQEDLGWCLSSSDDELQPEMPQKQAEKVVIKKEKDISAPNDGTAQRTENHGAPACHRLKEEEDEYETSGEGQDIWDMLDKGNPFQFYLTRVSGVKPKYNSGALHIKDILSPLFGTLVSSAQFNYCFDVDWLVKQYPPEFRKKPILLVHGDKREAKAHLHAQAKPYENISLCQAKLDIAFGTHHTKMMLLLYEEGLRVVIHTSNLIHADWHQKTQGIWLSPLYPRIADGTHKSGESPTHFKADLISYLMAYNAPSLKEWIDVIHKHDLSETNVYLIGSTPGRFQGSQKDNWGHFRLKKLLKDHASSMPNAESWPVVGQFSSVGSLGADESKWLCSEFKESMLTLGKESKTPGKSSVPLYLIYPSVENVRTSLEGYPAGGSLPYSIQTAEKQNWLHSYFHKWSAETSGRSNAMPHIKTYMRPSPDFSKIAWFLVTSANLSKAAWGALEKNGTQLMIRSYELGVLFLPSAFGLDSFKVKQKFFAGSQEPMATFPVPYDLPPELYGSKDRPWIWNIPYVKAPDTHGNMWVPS
#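 Enzyme-compound mixtures sat 15 min at room temperature, followed by a 5 min reaction with 15 nM final substrate and 10 min with AlphaScreen beads. Recombinant human Tdp1 was used at 1 nM final.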
# N370S GC mod = qHTS Assay for Inhibitors and Activators of N370S glucocerebrosidase as a Potential Chaperone Treatment of Gaucher Disease | Lysosomal acid glucosylceramidase (Homo sapiens), P04062 | N370S GC spleen homogenate, 4MU-glucoside fluorescence | Potency, µM (doses to about 59.4 µM), without a hit: top-dose activity change, negative = inhibition, actives largely listed as inhibitors | hit rate 0.092% among 330,000 | AID 2101, 2009;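 further: 0% = full enzyme activity and -100% = no enzyme basal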
# FEN1 inhibitor = qHTS Assay for the Inhibitors of Human Flap endonuclease 1 (FEN1). AID 588795, 2011. Potency, µM (titrated, usually from 114 µM), without a hit: at the top dose activity change, negative = inhibition, most hits filed as inhibitors. P39748. hit rate 0.35% among 390,000. Recombinant FEN1 flap cleavage, fluorescence, 15 min; further: nearly all actives have a fitted effect of over 65% in size
# Target sequence (P39748 whole entry, looked up): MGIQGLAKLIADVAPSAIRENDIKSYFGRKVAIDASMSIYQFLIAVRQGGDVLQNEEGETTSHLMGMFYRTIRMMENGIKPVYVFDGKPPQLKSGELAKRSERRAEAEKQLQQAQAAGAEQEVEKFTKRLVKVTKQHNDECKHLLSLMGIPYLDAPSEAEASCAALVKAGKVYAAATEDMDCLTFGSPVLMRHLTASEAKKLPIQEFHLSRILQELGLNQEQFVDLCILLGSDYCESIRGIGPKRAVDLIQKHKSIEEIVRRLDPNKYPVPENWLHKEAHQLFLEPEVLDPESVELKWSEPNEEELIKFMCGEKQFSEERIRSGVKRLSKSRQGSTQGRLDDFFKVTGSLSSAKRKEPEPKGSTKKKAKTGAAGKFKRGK
#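 FEN1 at 10 nM preincubated with compounds 15 min at room temperature, then flap DNA substrate added at 50 nM final. Signal read at 0 and 15 min; concentration-response fitted with four-parameter Hill equation.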
# An asterisk follows results filed as active; ? = inconclusive; . = not tested or not shown; & = joins results of further samples; [ ] = dose if it differs, or a comment. The call rests on the fitted dose curve; in most records, active means well fitted curve in the direction sought with a large enough effect; inconclusive means small, poorly fitted or top-dose-only effect, or another doubt; inactive means no such curve, though single readings can be large; an effect the other way counts as inactive or inconclusive. Unless noted, on the % scale 0 is the no-effect control and ±100 the full control effect; potency means the concentration at half of the fitted maximal effect. Compounds as they come; overall some 0.53% were active at least once.
# The line under a structure holds: TDP1 block, N370S GC mod, FEN1 inhibitor
Cc1ccc([C@H]2C(C(=O)O)=CC[C@@H](c3cccs3)N2S(=O)(=O)c2ccc(C)cc2)cc1
  3%, ., 11%
CCOCCCNC(=O)C1CCN(c2nn3cc(-c4ccc(F)cc4)nc3s2)CC1
  0%, ., 6%
C=CCOc1ccc(C2C(C(=O)c3ccco3)=C(O)C(=O)N2Cc2cccnc2)cc1 (stereo not given)
  -1%, -7%, -1%
Cc1ccc(OC(C)C(=O)N/N=C/c2ccccn2)cc1 (stereo not given)
  2%, 4%, 15%
Cc1ccc(NC(=O)COC(=O)/C(=C/c2cccs2)c2cccs2)cc1S(=O)(=O)N(C)C
  2%, 9%, 3%
COC(=O)Cc1c(C)c2cc3c(c(C)c2oc1=O)OCN(CCc1ccccc1F)C3
  5%, ., -7%
O=C(Nc1cccnc1Cl)c1ccc(Cl)cc1
  3%, 1%, 13%
COc1ccc(-c2nnc3ccc(SCC(=O)N4CCCC4)nn23)cc1
  -1%, 11%, -1%
C=CCn1c(/N=C/c2ccc(OC)cc2)nc2ccccc21
  ., 6%, 20%
Cc1onc(-c2ccccc2Cl)c1-c1nc(-c2ccccn2)no1
  -2%, 4%, -11%
O=[N+]([O-])c1cc(S(=O)(=O)N2CCCCC2)ccc1NCCN1CCOCC1
  4%, -15%, 4%
O=C(NCC1CCCO1)c1ccc2c(c1)N(Cc1ccc(F)cc1)CCS2 (stereo not given)
  3%, ?, -11%
CN(Cc1ccccc1)S(=O)(=O)c1nnc(NC(=O)c2ccccc2)s1
  5%&3%, -1%, 1%&-5%
CCOc1ccccc1NC(=O)C1Cc2ccccc2CN1S(C)(=O)=O (stereo not given)
  0%, 4%, -3%
CSc1cccc(NC(=O)c2nnn(Cc3ccccc3)c2N)c1
  8%, 11%, -14%
CC1=C(c2ccccc2)SC2=NCCN21
  ., -6%, 17%
COc1cc2c3nnc(-c4ccc(F)cc4)c-3cn(Cc3ccccc3)c2cc1OC
  1%, -22%, ?
O=C(NCCCc1ccccc1)c1ccc(CS(=O)Cc2ccc(Cl)cc2)o1 (stereo not given)
  3%, 5%, -5%
Cn1c(=O)c2c(nc(CN3CCN(CCO)CC3)n2Cc2cccc3ccccc23)n(C)c1=O
  3%, -1%, -5%
CN(C)CCCN(C(=O)c1ccc(Cl)s1)c1nc2cc3c(cc2s1)OCO3
  5%, 0%, ?
O=C1c2ccccc2C(=O)N1CCCCc1cn(C[C@H]2CC[C@H](Cn3cc(CCCCN4C(=O)c5ccccc5C4=O)nn3)O2)nn1
  0%[56.1 µM], ., -6%
COc1ccc(OCC(=O)NNC(=O)Cc2coc3cc(OC)ccc23)cc1
  0%, 12%, -2%
Cc1nc(N2CCC(C(N)=O)CC2)c2nnn(Cc3ccccc3)c2n1
  2%, -6%, -1%
COc1ccccc1-c1nn(Cc2ccccc2)cc1C(=O)N1CCN(c2ncccn2)CC1
  3%, ., -2%
COc1ccccc1N1CCN(c2cc(=O)n(-c3ccccc3Cl)c(=O)[nH]2)CC1
  -6%, 4%, 1%
O=C(c1ccc(Cl)c(S(=O)(=O)N2CCOCC2)c1)N1CCCCCC1
  ., -6%, -13%
CCN(CC)CCNC(=O)c1ccc(NC(=O)Cc2ccccc2F)cc1
  3%, -4%, 0%
C#CCO[C@@H]1C[C@H](n2cnc3c(NC(=O)c4ccccc4)ncnc32)O[C@@H]1CO
  2%, -2%, 3%
COc1ccccc1-c1nnc(NC(=O)c2ccc(S(=O)(=O)N3CCOCC3)cc2)o1
  5%, 0%, 6%
CC(NC(=O)C1CCC(C(=O)NC(C)c2ccccc2)CC1)c1ccccc1 (stereo not given)
  2%, 4%, -3%
CC(C)OC(=O)CC(=O)CSc1nc2c(cc1C#N)CCCCCC2
  -2%, -6%, ?
O=C(CCCC(=O)N(c1ccc2c(c1)OCCO2)C(C(=O)NC1CCCCC1)c1ccc(F)cc1)Nc1ccccn1 (stereo not given)
  -1%, -3%, -6%
c1ccc(-c2cc(-c3ccccc3)on2)cc1
  4%, 8%, 16%
CCc1ccc(OCC(=O)N(Cc2ccc(Cl)cc2)C2CCS(=O)(=O)C2)cc1 (stereo not given)
  2%, ., -1%
CC(NC(=S)Nc1ccc(OC(F)F)c(Cl)c1)C(C)(C)C (stereo not given)
  -8%, 6%, 1%
COC(=O)CNc1nc(C2CC2)nc2c1nnn2Cc1ccccc1Cl
  0%[56.1 µM], 8%, -22%
CCOc1ccccc1C(=O)N[C@H](C(=O)Nc1nc2c(s1)CCCC2)C(C)C
  5%, ?, -31%
CCc1cccc(C)c1NC(=O)CCn1c(=O)c2cccn2c2ccccc21
  0%, ., -9%
Cc1ccc(Nc2c(-c3ccc(N(C)C)cc3)nc3ncccn23)cc1
  0%, -1%, 1%
CC1(c2ccccc2)NC(=O)N(CC(=O)Nc2cc(S(=O)(=O)N3CCOCC3)ccc2Cl)C1=O (stereo not given)
  6%, -21%, -10%
CN1CCN(NC(=O)CN2C(=O)/C(=C/c3ccccc3F)SC2=S)CC1
  4%, ?, .
CCC1(CC)NC(=O)N(CC(=O)OCC(=O)Nc2ccccc2[N+](=O)[O-])C1=O
  -3%, 2%, -2%
Cc1cc(C)c2oc(-c3cccc(NC(=O)c4cccc(F)c4)c3C)nc2c1
  6%, ., 2%
C=Cc1ccc(C(=O)NC2CCCN(Cc3ccccc3F)C2)cc1 (stereo not given)
  2%, -17%, 4%
Cc1ccc(S(=O)(=O)CCc2nnc(NC(=O)C3CCCCC3)s2)cc1
  2%, 8%, -4%
CCOC(=O)N1CCC(N(CCN(C)C)C(=S)Nc2cc(C)ccc2C)CC1
  -3%, -5%, -7%
O=C(C1CCN(c2nc3ccccc3[nH]2)CC1)N1CCN(c2ccccc2)CC1
  5%, ., -7%
Cc1cc(=O)oc2cc(NC(=O)c3c(Cl)cnn3C)ccc12
  0%, 2%, 17%
CCOC(=O)CCCNC(=O)CSc1nc2ccc(OCC)cc2[nH]1
  5%, 1%, 0%
CC(NS(=O)(=O)c1ccc(Br)cc1)C(=O)Nc1nc2ccccc2[nH]1 (stereo not given)
  2%, ., 11%
CC(C)C(=O)Nc1ccccc1Cc1ccccc1
  6%, 2%, -2%
O=C(c1ccco1)c1cn(CC(=O)N2CCCc3ccccc32)c2ccccc12
  8%, 14%, -11%
CCn1c(COc2ccccc2C)nnc1SCC(=O)CC(=O)Nc1ccccc1OC
  12%, 2%, -21%
N#CCN1CCC2(O)CCCCC2C1c1ccc2c(c1)OCO2 (stereo not given)
  4%, -1%, -7%
Cc1ccccc1N1C(=O)Cc2ccccc2C1=O
  ., 0%, 0%
C=CCn1c(SCC(N)=O)nnc1-c1cc2c(s1)CCC(CC)C2 (stereo not given)
  3%, 9%, -4%
CCOC(=O)c1cnc2c(C#N)c(C)nn2c1C
  2%, 9%, -16%
CC(O)(C(=O)Nc1ccc(S(=O)(=O)c2ccccc2)cc1)C(F)(F)F (stereo not given)
  6%&4%, -16%&-8%, .
CCOC(=O)[C@H]1[C@H]2COc3ccc(Cl)cc3[C@@H]2N2C(=O)[C@@H](C)NC(=O)[C@@]12C
  1%, ., 11%
CCc1c(C2(O)CCCCC2)[nH]c2cnccc12
  0%, ., -9%

# The results go on:
# The line under a structure holds: TDP1 block, N370S GC mod, FEN1 inhibitor
C=CCN=C1N[C@@H](c2ccc(Br)cc2)C(C(=O)OC)=C(C)N1Cc1ccccc1
  ., -19%, -2%
CC(=O)Nc1ccc(C(=O)Nc2nc(-c3cc(C)n(Cc4ccccc4)c3C)cs2)cc1
  0%, -6%, -4%
O=C(NC1CCCCC1)c1cccc(Cn2cc(Cl)cn2)c1
  -1%, 21%, 1%
CC1(C)CC(=O)C=C(NCCc2c[nH]c3ccccc23)C1
  -3%, -7%, 2%
O=C(NC1CCCCC1)C1CCCN1C(=O)Nc1ccccc1 (stereo not given)
  4%, 0%, 12%
O=C1c2ccccc2C(=O)N1CCN1CCCCC1
  0%, 3%, 8%
O=C1c2ccccc2C(=O)c2c1cccc2N(CCO)CCO
  ., -1%, -21%
COC(CNC(=O)c1c[nH]c2ccc(S(=O)(=O)N3CCOCC3)cc2c1=O)OC
  8%, 3%, 19%
O=C(C1CC1)N1N=C2CCCCC2C1(O)C(F)(F)F (stereo not given)
  4%, 7%, 20%
O=C1CCC(c2ccccc2)N1C(=O)c1cccnc1 (stereo not given)
  -2%, 0%, -20%
Cc1nn(C)c(C(=O)NC(=S)Nc2ccc([N+](=O)[O-])cc2)c1Cl
  6%, -5%, 50%[activator]
Cc1ccc(-c2cc(C(=O)NCC3CCCO3)c3ccccc3n2)cc1C (stereo not given)
  -3%, 4%, 3%
CCOc1ccc(C2C(C#N)=C(N)SC(N)=C2C#N)cc1OC
  3%, -1%, .
COc1ccc2c(c1)C(NC(=O)C(F)(F)F)CC2=O (stereo not given)
  3%, -8%, 8%
Cc1onc(-c2ccccc2Cl)c1C(=O)Nc1cccnc1
  -3%, 12%, -6%

# A section of the results above:
# The line under a structure holds: TDP1 block, N370S GC mod, FEN1 inhibitor
O=C1CCC(c2ccccc2)N1C(=O)c1cccnc1 (stereo not given)
  -2%, 0%, -20%
Cc1nn(C)c(C(=O)NC(=S)Nc2ccc([N+](=O)[O-])cc2)c1Cl
  6%, -5%, 50%[activator]
Cc1ccc(-c2cc(C(=O)NCC3CCCO3)c3ccccc3n2)cc1C (stereo not given)
  -3%, 4%, 3%
CCOc1ccc(C2C(C#N)=C(N)SC(N)=C2C#N)cc1OC
  3%, -1%, .
COc1ccc2c(c1)C(NC(=O)C(F)(F)F)CC2=O (stereo not given)
  3%, -8%, 8%
Cc1onc(-c2ccccc2Cl)c1C(=O)Nc1cccnc1
  -3%, 12%, -6%

# (listing goes on)
# The line under a structure holds: TDP1 block, N370S GC mod, FEN1 inhibitor
N#Cc1ccccc1OCC(=O)NNC(=O)CNC(=O)c1ccc(Br)o1
  0%, ., -3%
O=[N+]([O-])c1cccnc1N1CCN(c2ccc(F)cc2)CC1
  6%, 0%, 0%
COc1ccccc1NS(=O)(=O)CC12CCC(CC1=O)C2(C)C (stereo not given)
  5%, 12%, 3%
COc1cccc2[nH]c3c(N4CCc5ccccc5C4)ncnc3c12
  ., -5%, -2%
C[C@H]1C(O)[C@@]23CCC4C5(C=[N+](CCO)C[C@]4(C)CCC5)C2C[C@@H]1C3 (stereo not given in full)
  4%, 3%, .
Cc1ccc(Oc2cc([N+](=O)[O-])cc3c2C(=O)Nc2ccccc2O3)cc1
  2%, 23%, -14%
O=C(CN1C(=O)NC2(CCCC2)C1=O)N1CCN(c2ccccc2Cl)CC1
  ., 0%, -4%
COc1ccccc1N1CCN(CCC(=O)Nc2ccc(F)cc2)CC1
  ., 1%, -7%
CCOc1ccc(OCC)c(NC(=O)CN(C)S(=O)(=O)c2cccc3nsnc23)c1
  4%, 5%, -3%
COc1ccc(NC(=O)C2=CC(c3cccs3)=NS(=O)(=O)N2C)cc1
  -3%, -5%, -22%&3%
Cc1ccc2nc(C3CCN(CC(=O)N4CCCCCC4)CC3)[nH]c2c1
  -3%, 2%, -7%
Cn1c(CC(=O)Nc2ccc(F)cc2)nnc1SCC(=O)NC1CCCCC1
  -7%, 1%, -8%
NC(=O)c1ccc(-c2csnn2)cc1
  ., 1%, -1%
Cn1c(N2CCN(C(=O)C34CC5CC(CC(C5)C3)C4)CC2)nc2ccccc21
  2%, 11%, .
CC(=O)c1cccc(NC(=S)NCCC2=CCCCC2)c1
  8%, 7%, -2%
CCCNC(=O)c1ccc2c(c1)nc1n2CCCCC1
  5%, ., -7%
Cc1cc(OCC(O)CNC(C)(C)C)ccc1Cl (stereo not given)
  5%, -21%, 4%
COc1ccc(CCNC(=O)C(=O)NCC(c2ccco2)S(=O)(=O)c2ccc(C)cc2)cc1 (stereo not given)
  3%, ., -3%
COc1cc(S(=O)(=O)n2nc(C)cc2C)ccc1Cl
  ., 0%, -22%
Nc1cccnc1Sc1ccc(Cl)cc1
  5%, -22%, 9%
CN(C)c1cc[n+](CC[n+]2ccc(N(C)C)cc2)cc1
  -2%, -13%, -20%
COC(=O)c1ccc(COc2ncnc3sccc23)cc1
  3%, 2%, 6%
O=C(c1cccc(F)c1)N1CCCC(C(=O)N2CCCCC2)C1 (stereo not given)
  5%, 19%, 5%
Cc1onc(-c2c(Cl)cccc2Cl)c1C(=O)N1CCSCC1
  -9%, 7%, -9%
Cc1ccc(-c2nc3ncccc3o2)cc1NC(=O)c1ccccc1Br
  4%[12.3 µM], ., -4%
Cc1ccc2c([N+](=O)[O-])cccc2n1
  -6%, 28%, 2%
O=C(CSc1ncn[nH]1)Nc1nc(-c2cccc([N+](=O)[O-])c2)cs1
  8%, 0%, -17%

# Screens from PubChem BioAssay.
